ARNT TACC3 PPI = ARNT/TACC3 interaction disruption; inhibition, % at 9.99 µM; AlphaScreen His-ARNT PAS-B/GST-TACC3 binding, luminescence; TACC3 fragment carries E629A point mutation; 390,000 tested, 0.66% active; Q9Y6A5; AID 623870;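 active = mean inhibition of replicates at least 50% and at least half of replicates each reaching 50%; inconclusive = half or more replicates reach 50% but mean below 50%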;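 note: 0% = complete ARNT plus TACC3 wells and 100% = ARNT alone without TACC3; many hits fall short of the cut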
Casp6 inh = blocks human caspase-6 cleavage activity. purified caspase-6, Z-VEID-R110 cleavage fluorescence. inhibition, % at 12.5 µM. 350,000 tested, 0.53% active. AID 686996;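 active = mean inhibition across replicates at least about 35%, with every replicate also reaching that limit, limit read from the data; inconclusive = only one of the two criteria met; inactive = neither criterion met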;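 note: 0% = median of neutral control wells and 100% = no fluorescence left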
Target sequence (P55212 24-179 limits assumed): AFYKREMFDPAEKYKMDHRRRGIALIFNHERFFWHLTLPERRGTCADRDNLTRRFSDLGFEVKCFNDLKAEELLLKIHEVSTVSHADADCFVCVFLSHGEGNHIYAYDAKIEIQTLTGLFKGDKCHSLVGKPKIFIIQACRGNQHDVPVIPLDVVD
Target sequence (P55212 194-293 limits assumed): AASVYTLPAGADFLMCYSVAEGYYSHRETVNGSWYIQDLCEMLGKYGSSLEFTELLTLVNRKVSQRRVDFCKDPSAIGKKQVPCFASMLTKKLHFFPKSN
RAD52 anneal inh = RAD52 (human) annealing inhibition; P43351; recombinant RAD52 DNA annealing, FRET fluorescence; inhibition, % at 18.7 µM; 360,000 tested, 0.46% active; AID 651710;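 active = every replicate showing at least 50% inhibition; inconclusive = mean inhibition at least 50% but not in every replicate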
esBAF inh = SWI/SNF esBAF complex inhibition; mouse ES cells, Bmi1-luciferase knock-in reporter, 24 h; 100% = twice the neutral-well signal; reporter increase, % at 12.5 µM; 350,000 tested, 2% active; in the data active = activation above about 40%; inconclusive = no clear call, values can overlap the other calls;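 note: 0% = median of the plate's neutral control wells and 100% = double that signal; a rise in the Bmi1 reporter signal indicates esBAF inhibition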
E-selectin induc = induces E-selectin expression in human endothelial cells. P16581. HUVEC E-selectin immunofluorescence imaging; normalized: neutral wells 0, TNF-alpha wells 100. activation, % at 7.58 µM. 260,000 tested, 0.37% active. AID 686992;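 active = mean E-selectin-positive cell signal at least 10% of the positive control, reached in at least 60% of replicates, without over 20% cell loss; inconclusive = no rule given, readout overlaps actives, possibly toxicity-flagged; inactive = the rest, including those meeting only one limit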;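 note: in these data hits start at about 27%; measured in HUVEC primary endothelial cells; signal is the percent of cells scored E-selectin positive by PE staining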
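System: HUVEC / Compound: single concentration / Signal: immunofluorescence imaging / Read-out: percent E-selectin-positive cells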
ERp5 block = blocks human ERp5 reductase activity on insulin; inhibition, % at 9.99 µM; AID 651711; 350,000 tested, 0.05% active; Q15084; ERp5 insulin aggregation, absorbance 650 nm, 90 min;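 active = mean replicate inhibition above about 25%, with every replicate also reaching it, limit read from the data, passing the limit was not always enough; inconclusive = only one of those two criteria met; inactive = neither criterion met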
Target sequence (Q15084 whole entry, looked up): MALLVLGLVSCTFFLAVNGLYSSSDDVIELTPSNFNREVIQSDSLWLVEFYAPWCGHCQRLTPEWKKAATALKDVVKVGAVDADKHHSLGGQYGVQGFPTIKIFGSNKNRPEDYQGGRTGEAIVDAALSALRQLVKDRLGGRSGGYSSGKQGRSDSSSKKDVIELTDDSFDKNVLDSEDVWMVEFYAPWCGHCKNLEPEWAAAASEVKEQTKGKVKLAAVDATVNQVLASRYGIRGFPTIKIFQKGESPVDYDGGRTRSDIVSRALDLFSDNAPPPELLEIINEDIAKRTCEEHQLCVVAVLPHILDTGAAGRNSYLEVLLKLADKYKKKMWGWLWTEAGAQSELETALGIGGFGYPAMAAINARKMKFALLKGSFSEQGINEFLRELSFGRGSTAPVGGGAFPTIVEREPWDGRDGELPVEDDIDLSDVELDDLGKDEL
PglD DTNB = blocks C. jejuni PglD acetyltransferase activity. inhibition, % at 12.5 µM. 360,000 tested, 0.098% active. purified PglD enzyme, DTNB colorimetric CoA detection; in the data active = inhibition above about 16%, passing the limit was not always enough; inconclusive = no clear call, values can overlap the other calls; note: strong numbers were not always called active
RAD54 inh = inhibitors of human RAD54 branch migration; AID 602329; 360,000 tested, 0.14% active; Q92698; RAD54 Holliday junction branch migration, FAM/BHQ fluorescence; inhibition, % at 10.4 µM;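 active = mean normalized replicate activity at least 40 and at least half of replicates scoring 40 or more; inconclusive = only one of the two criteria met; inactive = mean below 40 and under half of replicates reaching 40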;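 note: 0% = median of neutral control wells and 100% = median of positive control wells; inhibitors cause a drop in the FAM fluorescence signal; in these data hits start at about 50%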
Numbers without * were called inactive; u = inconclusive; x = no result given.

Each structure is followed by: Casp6 inh | RAD54 inh | RAD52 anneal inh | ERp5 block | ARNT TACC3 PPI | E-selectin induc | PglD DTNB | esBAF inh
CCNC(=O)Nc1cc(S(=O)(=O)N2CCOCC2)ccc1N1CCCCC1
  -1 | 10 | -21 | -5 | x | -0.3 | -2 | -5
C[C@@H]1CN([C@H](C)CO)C(=O)c2cc(NC(=O)Cn3cnnn3)ccc2O[C@H]1CN(C)Cc1ccc(C(=O)Nc2ccccc2N)cc1
  -2 | x | 14 | -3 | x | -0.2 | x | x
Cc1ccccc1S(=O)(=O)N1CCCCN2[C@H](C1)[C@@H](c1ccc(-c3cncnc3)cc1)[C@@H]2CO
  0 | -3 | -17 | 0 | 0 | -0.7 | -6 | x
Cc1nc(NC(=O)C(C)(C)C)sc1C(=O)Cn1cc(CCc2ccccc2)nn1
  0 | -4 | -10 | 4 | x | -0.1 | -2 | -3
CCOc1ccccc1N1CCN(CC(=O)N(C2CCCC2)C2CCS(=O)(=O)C2)CC1 (centres undefined)
  1 | 12 | -15 | 6 | 5 | x | 1 | 2
Cc1ccccc1NC(=O)Cc1nc(COC(=O)CNC(=O)c2ccc(Cl)cc2Cl)cs1
  -3 | x | -22 | 7 | x | 0.2 | x | x
C[C@H](CO)N1C[C@H](C)[C@H](CN(C)Cc2ccc(Cl)c(Cl)c2)Oc2c(NC(=O)Nc3ccccc3)cccc2C1=O
  -1 | 11 | -12 | 2 | x | x | -3 | -4
Cc1ccc(C)c(-c2ccc(=O)n(Cc3cccc(Br)c3)n2)c1
  1 | -4 | -9 | 1 | 1 | x | -4 | -3
COc1ccc(-n2c(SCC(=O)NCC3CCCO3)nc3c([nH]c4ccccc43)c2=O)cc1 (centres undefined)
  0 | x | -10 | 5 | -2 | x | x | -2
CCOC(=O)C1=NNC2(c3ccc(C)cc3)C(=O)N(c3ccccc3)C(=O)C12 (centres undefined)
  3 | 2 | -11 | 5 | x | x | 2 | x
COc1ccc(-c2csc(NC(=O)CN3C(=O)NC4(CCCC4)C3=O)n2)c(OC)c1
  0 | 3 | -25 | -1 | 5 | x | -4 | 3
CC(C)CCN(C(=S)Nc1cccc(F)c1)C(C)c1cccs1 (centres undefined)
  2 | -1 | -15 | 4 | -8 | 0.1 | 1 | x
Cc1ccc(-c2nnc(-c3ccccc3)c(N3CCOCC3)n2)cc1
  x | 9 | x | x | 6 | x | -2 | -7
CN(C)S(=O)(=O)N1CCN(CC(=O)Nc2ccc(F)cc2)CC1
  -3 | 7 | 5 | 0 | -9 | x | -1 | 2
Cc1ccc(S(=O)(=O)NCCC(=O)N2CCCCCCC2)cc1
  -2 | -2 | -1 | -2 | -1 | -0.2 | 3 | x
COc1cccc(CN(Cc2ccco2)C(c2ccc(F)cc2)c2nnnn2C(C)(C)C)c1 (centres undefined)
  x | 1 | x | x | -8 | x | 1 | -13
O=c1c2ccccc2nc2n1C(CSCc1cccc(C(F)(F)F)c1)CS2 (centres undefined)
  x | -1 | x | x | -2 | x | -1 | -5
O=C(c1ccncc1)N1C[C@H]2[C@@H](c3ccccc31)[C@@H](CO)N2C(=O)Nc1ccc(F)cc1
  2 | 0 | -6 | -4 | 0 | -0.4 | 2 | 6
OC[C@@H]1Nc2ccc(C#Cc3cccc(F)c3)cc2[C@H]2NCC[C@@H]12
  0 | x | 49 | -3 | x | 0.4 | x | x
COc1ccc(-n2c(CN3CCC(C)CC3)nc3ccc([N+](=O)[O-])cc3c2=O)c(OC)c1
  2 | x | -15 | 5 | -1 | 0.2 | x | 17
O=C(Nc1ccc(N2CCCCCC2)cc1)c1ccc[nH]1
  -9 | -2 | 4 | -3 | 31 | 0.0 | -3 | 31
COc1ccc(CN(C)C[C@H]2OCCCC[C@@H](C)Oc3ccc(NC(=O)c4ccncc4)cc3C(=O)N([C@@H](C)CO)C[C@H]2C)cc1
  1 | 5 | 2 | 1 | 3 | 0.0 | -4 | -6
COC(=O)c1ccc2c(=O)n(CCN3CCOCC3)c(SCC(=O)Nc3ccccc3Cl)nc2c1
  1 | 6 | -10 | 0 | 2 | x | 4 | 24
C[C@@H]1CN([C@H](C)CO)C(=O)c2cc(NC(=O)c3ccncc3)ccc2O[C@@H](C)CCCCO[C@H]1CN(C)Cc1ccccc1
  2 | 3 | 0 | 9 | 2 | -0.1 | 4 | 1
CO[C@@H]1CN(C)C(=O)c2cc(NC(=O)CC(F)(F)F)ccc2OC[C@@H](C)N(C(=O)C2CCOCC2)C[C@H]1C
  x | -2 | x | x | 6 | -0.3 | 3 | -2
COc1ccc(-c2ccc(=O)n(Cc3ccc([N+](=O)[O-])cc3)n2)cc1
  4 | x | 2 | -5 | -2 | -1.3 | x | x
CC(C)CC#Cc1ccc2c(c1)O[C@@H](CN(C)C(=O)CC1CC1)[C@@H](C)CN([C@@H](C)CO)S2(=O)=O
  5 | -13 | 13 | -3 | 5 | 0.0 | 1 | 0
COc1ccc(NC(=O)N[C@@H](Cc2ccccc2)C(=O)NN)cc1
  15 | x | -16 | 3 | -1 | 0.2 | x | x
O=C(Cn1nnc(-c2ccc(Cl)cc2)n1)NCC1CCCCC1
  3 | 6 | -17 | -2 | -3 | x | -6 | -9
CN1C(=O)c2cc(NC(=O)C3CC3)ccc2OC[C@H]2O[C@@H](CC(=O)NCCN3CCCC3)CC[C@H]21
  1 | 3 | -7 | -1 | 6 | 0.0 | -2 | 3

Retrieved by compound from the entries so far:
Each structure is followed by: Casp6 inh | RAD54 inh | RAD52 anneal inh | ERp5 block | ARNT TACC3 PPI | E-selectin induc | PglD DTNB | esBAF inh
CC(C)CC#Cc1ccc2c(c1)O[C@@H](CN(C)C(=O)CC1CC1)[C@@H](C)CN([C@@H](C)CO)S2(=O)=O
  5 | -13 | 13 | -3 | 5 | 0.0 | 1 | 0
CCNC(=O)Nc1cc(S(=O)(=O)N2CCOCC2)ccc1N1CCCCC1
  -1 | 10 | -21 | -5 | x | -0.3 | -2 | -5

More compounds follow:
Each structure is followed by: Casp6 inh | RAD54 inh | RAD52 anneal inh | ERp5 block | ARNT TACC3 PPI | E-selectin induc | PglD DTNB | esBAF inh
CCOC(=O)C(CC)n1nc(C)n2c(cc3sccc32)c1=O (centres undefined)
  1 | 5 | -1 | 9 | -4 | 7.3 | -1 | 3
O=S(=O)(c1cccs1)N1CCCCN2[C@H](CO)[C@H](c3ccc(-c4ccccc4)cc3)[C@H]2C1
  -1 | 12 | -18 | -2 | 6 | -0.5 | -1 | -6
CC(=O)c1ccc(OCc2ccc(C(=O)c3ccccc3)cc2)cc1
  2 | x | -20 | -6 | 2 | x | x | x
CCOC(=O)C1CCCN(Cc2c(F)cccc2Cl)C1 (centres undefined)
  -1 | -7 | 0 | 7 | -36 | x | 4 | -1
COC(=O)CCC(=O)N1CCCC(C(=O)c2cc(F)ccc2F)C1 (centres undefined)
  2 | 3 | 1 | 4 | 2 | x | -3 | -8
COC1CCN(C(=O)c2ccc(OC3CCN(CCc4ccccc4)CC3)cc2)CC1
  6 | 0 | -14 | 3 | 1 | x | -6 | 8
O=P(O)(Cc1ccccc1)c1ccccc1
  1 | -7 | 1 | 3 | x | -0.2 | -1 | -6
CN1CCN(CCc2cn3ncc(C#N)c3nc2-c2ccc(F)cc2)CC1
  x | 6 | -15 | u | -11 | x | 5 | -1
COCCNC(=O)C[C@H]1CC[C@H]2[C@H](COc3ccc(NC(=O)Cc4ccccc4)cc3C(=O)N2C)O1
  -3 | 2 | -4 | 1 | -6 | 0.1 | -3 | 1
O=C(C[C@H]1CC[C@@H]2[C@H](COC[C@H](O)CN2Cc2ccncc2)O1)NCC1CC1
  -1 | 5 | 3 | -5 | -1 | 0.0 | 0 | -2
CC1CCN(S(=O)(=O)c2nnc(NC(=O)c3cccc([N+](=O)[O-])c3)s2)CC1
  x | 8 | x | x | -4 | x | 11 | -6
O=C(CCS(=O)(=O)c1ccccc1)Nc1nc2cc3c(cc2s1)OCCO3
  3 | -8 | -9 | 5 | -21 | -0.3 | -2 | x
Cc1ccc(S(=O)(=O)Nc2ccc3c(c2)C(=O)N([C@@H](C)CO)C[C@@H](C)[C@H](CN(C)C)OCCCC[C@H](C)O3)cc1
  -1 | -5 | -25 | 0 | 1 | 0.7 | -2 | -2
CC(=O)c1ccc(S(=O)(=O)Nc2cccc(-c3ccc(N4CCOCC4)nn3)c2)cc1
  9 | 6 | -12 | 14 | 25 | -0.1 | 5 | 33
COCCOC(=O)c1c(NC(=O)CN2CCc3ccccc32)sc(C(N)=O)c1C
  0 | -4 | -4 | -7 | 2 | 2.3 | 1 | 13
CNC[C@H]1Oc2c(NC(=O)Nc3c(C)noc3C)cccc2C(=O)N([C@H](C)CO)C[C@H]1C
  2 | -6 | -5 | 7 | x | 0.1 | 1 | 0
CCOc1c2ccc(C(=O)NCCCCc3ccccc3)cc2nn1CC
  -2 | -5 | -8 | u | -3 | 0.1 | 5 | -2
c1coc(C2=Nc3cccc4cccc(c34)N2)c1
  5 | 6 | -15 | 4 | x | x | -7 | -6
Cc1cccc(OCC(=O)N/N=C/c2cn[nH]c2-c2ccc(Cl)c(Cl)c2)c1
  0 | 5 | 7 | 10 | x | x | -7 | x
C[C@H](CO)N1C[C@H](C)[C@@H](CN(C)Cc2ccc(O)cc2)OCc2ccccc2-c2c(n(C)c3ccccc23)C1=O
  -3 | x | -2 | -4 | x | -0.1 | x | x
O=C(NNC(=O)NC1CCCCC1)NC1CCCCC1
  -5 | x | -11 | 2 | -1 | 0.6 | x | x
COc1nc(N(C)C)nc(N(C#N)CCOC(C)=O)n1
  -1 | x | -7 | 2 | -1 | -0.1 | x | x
CCOc1cc(N2CCOCC2)c(OCC)cc1NC(=O)c1cccc(S(=O)(=O)N2CCOCC2)c1
  1 | x | -12 | -5 | 2 | -0.1 | x | x
Cc1ccc(N(CC(N)=O)C2SC(=O)NC2=O)cc1 (centres undefined)
  6 | x | -6 | -6 | x | 1.3 | x | x
O=C(C[C@H]1CC[C@H](NC(=O)CCN2CCCCC2)[C@@H](CO)O1)Nc1ccccc1
  2 | x | -11 | -1 | x | -0.1 | x | x
COc1cccc(NC(=O)Nc2ccc(Br)cn2)c1
  2 | -11 | 2 | -18 | -4 | 0.1 | -6 | 47*
O=C(CCN1C(=O)S/C(=C\c2ccccc2)C1=O)NCCCn1ccnc1
  5 | 1 | -10 | -12 | 4 | x | -3 | -3
COc1ccc(S(=O)(=O)N(C)CC(=O)NCCCN2CCOCC2)cc1Cl
  2 | -5 | 2 | 0 | -8 | 0.1 | -3 | -7
COc1ccccc1C#Cc1cnc2c(c1)C(=O)N([C@H](C)CO)C[C@H](C)[C@@H](CN(C)C(C)=O)O2
  0 | -2 | 3 | 2 | 2 | 0.2 | 2 | 0
COc1cc(C2=Nc3c(c(C)nn3-c3ccccc3)P(=O)(N3CCOCC3)O2)cc(OC)c1OC (centres undefined)
  -1 | -4 | 6 | 4 | -13 | x | 5 | -9

Each structure is followed by: Casp6 inh | RAD54 inh | RAD52 anneal inh | ERp5 block | ARNT TACC3 PPI | E-selectin induc | PglD DTNB | esBAF inh
Cc1nc(NC(=O)/C=C/c2ccccc2)sc1C(=O)NCCO
  0 | -2 | -4 | 2 | -3 | 0.6 | 2 | 9
CC(=O)NC(CCS(C)(=O)=O)C(=O)Nc1cccc(C)c1 (centres undefined)
  -2 | -4 | -8 | -3 | -2 | -0.1 | 2 | 5
O=[N+]([O-])c1cccc(C=NN=Cc2ccccc2O)c1
  -1 | x | -12 | -23 | 5 | x | x | x
O=C(Cc1ccccn1)N[C@@H]1CC[C@@H](CCn2cc(-c3cccnc3)nn2)O[C@@H]1CO
  -2 | 2 | -20 | 2 | 10 | -0.3 | 1 | 3

Bioassay records from PubChem.
